# Source: PubChem BioAssay
# ST2 IL33 inh = blocks human ST2 binding to IL-33 | AlphaLISA ST2-Fc/biotin-IL-33 interaction, 1 h | inhibition, % for hits at 17 µM | actives 2.3% (n = 78,000); in the data active means inhibition above about 30%; inconclusive means mostly about 10% to 28%
# Target sequence (Q01638 whole entry, looked up): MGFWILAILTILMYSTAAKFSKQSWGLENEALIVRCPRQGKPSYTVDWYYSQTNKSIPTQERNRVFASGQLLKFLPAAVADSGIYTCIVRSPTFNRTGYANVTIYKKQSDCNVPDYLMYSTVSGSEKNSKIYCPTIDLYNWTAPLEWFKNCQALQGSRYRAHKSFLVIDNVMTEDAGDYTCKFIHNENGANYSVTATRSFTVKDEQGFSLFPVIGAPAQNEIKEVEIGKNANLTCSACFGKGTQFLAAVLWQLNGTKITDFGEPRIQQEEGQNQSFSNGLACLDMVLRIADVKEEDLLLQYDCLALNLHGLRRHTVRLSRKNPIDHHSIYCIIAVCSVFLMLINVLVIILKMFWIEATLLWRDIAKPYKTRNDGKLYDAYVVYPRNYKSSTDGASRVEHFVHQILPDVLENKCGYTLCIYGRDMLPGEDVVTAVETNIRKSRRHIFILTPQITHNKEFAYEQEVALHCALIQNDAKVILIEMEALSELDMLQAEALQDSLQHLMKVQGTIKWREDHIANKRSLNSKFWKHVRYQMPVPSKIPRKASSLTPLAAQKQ
# Active calls of the source: *; i = inactive; ? = inconclusive; ! = not confirmed by another sample. Some of the compounds tested; count on the stated rates, not on these rows.
SMILES,ST2 IL33 inh
CSCC[C@@H](C(=O)Nc1ccc2c(c1)OCCO2)N1Cc2ccccc2C1=O,i
O=C1N[C@@H]2CCN(S(=O)(=O)c3cccc(F)c3)[C@@H]2C(=O)N1c1ccc(F)cc1,?
Cc1ccc(NC2CCCN(C(=O)c3ccc4c(c3)no[n+]4[O-])C2)cc1C (stereo not given),i
CCCC(C)CN1CCC(n2cc(CN(C)C)nn2)CC1 (stereo not given),i
COCCN1CCC(Cn2cnnc2)C1 (stereo not given),i
Cc1noc(C)c1CNC(=O)c1nn(C)c(=O)c2ccccc12,?
CCCN(CCC)CCNC(=O)C1c2cc(OC)c(OC)cc2C(=O)N(C)C1c1cccs1 (stereo not given),i
CNC(=O)c1ccc(Cn2c(=O)c3cc(OC)c(OC)cc3n(CC(=O)NC(C)C)c2=O)cc1,i
O=S(=O)(NCc1ccccc1)Nc1ccc2c(c1)OCO2,?
Cc1ccc(NC(=O)c2ccc([N+](=O)[O-])cc2)cc1F,i
CC(C)n1nnc2c(=O)oc3ccccc3c21,i
Cn1cc(SCC(=O)Nc2nccs2)c2ccccc21,?
Cc1cccc(-c2cnc(C)nc2C2CCCN(C(=O)c3ccc(N4CCCC4)cc3)C2)c1 (stereo not given),?
O=C(Nc1cccc(Cl)c1)c1cc2cc(Br)ccc2oc1=O,?
Cc1ccc(C)c(S(=O)(=O)Nc2ccc3oc4c(c3c2)C(=O)CC(C)(C)C4)c1,i
O=C1CCCC2=C1C(c1ccccc1)n1nc(SCc3ccccc3Cl)nc1N2 (stereo not given),?
COc1cc(Br)c(Br)c(C=Nc2ccc3c(c2)OCCO3)c1O,i
O=C1CC2(CCCCC2)Oc2ccc(O)cc21,i
O=C(Nc1ccc2c(c1)oc1ccccc12)c1ccncc1,i
Clc1ccc2c(c1)C1CC(c3cccs3)=NN1C1(CCCC1)O2 (stereo not given),?
COCc1cc(=O)[nH]c(Sc2c(-c3ccccc3)c3ccc(Cl)cc3[nH]c2=O)n1,i
CN(Cc1ccco1)C(=O)CN1N=C(c2ccccc2)CCC1=O,i
O=C(NC(Nc1ccccc1F)C(Cl)(Cl)Cl)c1ccc(Br)cc1 (stereo not given),i
Cc1nnc(Nc2ccc(S(=O)(=O)Nc3nccs3)cc2)c2ccccc12,i
O=C(CC1C(=O)NCCN1Cc1cccc(C(F)(F)F)c1)NCCc1ccccc1 (stereo not given),?
COCCN(C)C(=O)c1cccc(-n2cc(NC(=O)Cc3cccc(C)c3)cn2)c1,i
C[C@@H]1CC(=O)C2=C(C1)C[C@@H](O)[C@@]1(O)C2C(=O)c2cccc(O)c2[C@@H]1O (stereo not given in full),?
COc1cccc(CC2(CO)CCN(C(=O)C3(C)CCCCO3)CC2)c1 (stereo not given),i
CN(C)c1nc2c(c(N(C)C)n1)CCN(C(=O)c1ncccc1O)C2,?
Cc1onc(-c2ccccc2)c1C(=O)NC(C)CCc1ccccc1 (stereo not given),i
COC(=O)c1c(NC(=O)c2sc3ccccc3c2Cl)sc2c1CCN(C)C2,37%*
CCOc1ccc(OCC)c(NS(=O)(=O)c2ccc(OCC)c3ncccc23)c1,?
CSc1ccccc1NC(=O)c1noc2c1CCCCC2,i
O=C(NC1CCCCCCC1)c1ccc2nc3ccccc3c(=O)n2c1,i
Cc1c(CN(C)Cc2cccc(C(C)(C)C)c2O)cnn1C,i
CCOC(=O)C1=C(N)OC2=C(C(=O)CC(c3ccccc3)C2)C1c1ccccc1 (stereo not given),i
Nc1ncnc(Nc2ccc(Cl)cc2C(=O)c2ccccc2Cl)c1[N+](=O)[O-],i
c1cnc(-c2cc(NCc3cccnc3)nc3[nH]ccc23)nc1,35%*
Cc1ccc(OCC(=O)Nc2cccc(OCc3cc(=O)n4ccc(C)cc4n3)c2)cc1,i
CCC(C)NC(=O)C1(C)CCC(=O)N1Cc1cccc(OC)c1 (stereo not given),i
CCC(=O)Nc1nc2nc(C(C)C)cc(=O)n2[nH]1,i
CCN1CCN(Cc2cc(C(=O)N3CCN(C4CCCC4)CC3)no2)CC1,i
O=C(O)C1C2C=CC(C2)C1C(=O)NCC1CCCO1 (stereo not given),i
C=CCN(CC=C)CC(O)Cn1c2ccccc2c2ccccc21 (stereo not given),i
O=C(NCc1ccc(Cl)cc1)c1noc2c1CCCCC2,i
CN1CCN([C@@H]2[C@H](O)[C@H](CO)O[C@@H]2CNC(=O)c2ccc(C(F)(F)F)cc2)CC1,?
COc1ccc(CNC(=O)N(Cc2ccncc2)C2CCN(C)CC2)cc1,?
COc1cccc(-c2n[nH]c(=O)[nH]2)c1,?
COc1c(F)ccc(-c2n[nH]c(Cc3ccccc3)n2)c1F,i
Cc1ccc(-c2nc(NCCc3cccnc3)ncc2-c2ccc(N)nc2)cc1,i
CC(C)c1ccc(OCC(O)CN2CCN(c3ccc(F)cc3)CC2)cc1 (stereo not given),i
CN(CC(=O)Nc1ccc(Cl)cc1F)CC1CC(=O)N(C2CCCC2)C1 (stereo not given),i
O=C(COc1ccccc1)N[C@H]1CO[C@H]2[C@@H]1OC[C@@H]2Nc1nccc(-c2cccs2)n1,i
CSCCC(=O)Nc1nc2ccccc2s1,i
CCS(=O)(=O)N1CCCC(C(=O)NC2CCCCC2)C1 (stereo not given),i
c1ccc(CN(CCN2CCOCC2)Cc2ccco2)nc1,i
CCC(Sc1nc2ccccc2s1)C(=O)O (stereo not given),i
O=c1oc(-c2ccccc2Cl)nc2ccc(Br)cc12,i
Cc1cccc(C(C(=O)N(C)Cc2snnc2C)N(C)C)c1 (stereo not given),i
Cc1ccc(N2CC(NC(=O)Cc3ccc(Cl)cc3)CC2=O)cc1 (stereo not given),i

# The listing continues:
SMILES,ST2 IL33 inh
CC(C)CNC(=O)c1cn(C(C)C)cc(C(=O)N2CCN(c3cccc(C(F)(F)F)c3)CC2)c1=O,?
OCC1(Cc2ccccc2)CCCN(c2ncccc2Cl)C1 (stereo not given),i
Cc1c(C(=O)N2Cc3cnc(C(C)(C)C)nc3C2)[nH]c2c(F)cccc12,?
COc1cc(-c2ccc(C)c(C)n2)cc(OC)c1OC,?
Cc1ccc(CN2CC[C@@H]3[C@H]2C(=O)NC[C@H](CCC(=O)NCc2ccc(F)cc2)N3C)cc1,i
Cc1nc([N+](=O)[O-])cn1-c1cccc(O)c1,i
Cc1nnc(Sc2cc(C(=O)NCC3CCCO3)c3ccccc3n2)s1 (stereo not given),?
Cc1c(C(=O)NCc2cccnc2N(C)C)n(C)c2c(C)cccc12,i
Cc1ccc2c(c1)C(O)(CC(=O)c1cccc([N+](=O)[O-])c1)C(=O)N2 (stereo not given),i
Clc1ccc(C2=Nn3c(nnc3-c3cccnc3)SC2)s1,i
CC(C)NC(=O)C1CCC(Cn2c(=O)c3sccc3n(CC(=O)Nc3ccccc3)c2=O)CC1 (stereo not given),i
O=c1/c(=C/c2cc3c(cc2Cl)OCO3)sc2nc3ccccc3n12,?
Cc1cc2occ(CC(=O)N3CCC(O)(CN(C)C)C3)c2cc1Cl (stereo not given),i
CCN(C(=O)CCN1CCOC2(CCCC2)C1)c1ccccc1,?
COCCN1CCC(C(=O)N(C)Cc2cccc(Cl)c2)C1 (stereo not given),?
Cc1c(Cl)c([N+](=O)[O-])nn1CCCC(=O)Nc1cccnc1Cl,i
C[C@@H](NC(=O)C1=C[C@@H](NC(=O)Nc2ccc(OC(F)(F)F)cc2)[C@@H](O)[C@H](O)C1)C(N)=O,i
COc1ccc(Cn2c(CNC(=O)Cc3cccc([N+](=O)[O-])c3)nc3cccnc32)cc1,?
N#Cc1ccc(Sc2nc3ccccc3[nH]2)cc1C#N,?
COc1ccc(-c2ccnc(N)c2)c(OC)c1,i
COc1cc(CN2CCCC(C(=O)c3cc(C)c(OC)c(C)c3)C2)cc(OC)c1O (stereo not given),?
Cc1cc2ccccc2n1CCNC(=O)c1ccc(Br)o1,i
CCCN1CCC[C@H]1c1nc(-c2ccc(N(C)C)nc2)no1,i
Cc1c(Cl)c([N+](=O)[O-])nn1CCCC(=O)NCCc1ccccc1,i
COc1ccc(NC(=O)C2CCC(C)(C(=O)O)C2(C)C)cc1 (stereo not given),i
COc1cc(C(=O)Nc2nc3ccc(C)cc3s2)c(Br)c(OC)c1OC,i
O=C(NCCN1CCN(C(=O)c2ccc(Cl)cc2Cl)CC1)C(=O)Nc1ccc(F)cc1,i
O=C1Nc2ccccc2C(O)(C(=O)NCc2cccs2)N1c1ccc(Cl)cc1 (stereo not given),i
C=CCn1c(CNC(=O)CC)nc2ccccc21,i
O=C(O)CCC(=O)N1CCc2cc(S(=O)(=O)N3CCCCCC3)ccc21,?
CCn1ccnc1CN1CCc2c([nH]c3ccccc23)C1c1ccc(SC)cc1 (stereo not given),?
COc1ccc(-c2cnnc(NC(C)Cn3nc(C)cc3C)n2)cc1 (stereo not given),i
CCOC(=O)c1[nH]ncc1CN1CCCC(c2nn(C)c(=O)n2CC)C1 (stereo not given),i
C=CCN1C(=Nc2cccnc2)SCC1(O)c1ccc(OC)c(OC)c1 (stereo not given),?
CCC(c1ccccc1)c1nc(-c2ccncc2)no1 (stereo not given),i
CN1CCN(CCCNC(=O)c2ccc3c(Cl)c4c(nc3c2)CCCC4)CC1,?
CN(CCc1cn[nH]c1)C(=O)c1csc2nc(-c3ccc(C(F)(F)F)cc3)cn12,?
CC(C(=O)N1CCN(c2cccc(Cl)c2)CC1)N1C(=O)c2ccccc2C1=O (stereo not given),i
Cc1cccnc1Nc1ncnc(N)c1[N+](=O)[O-],i
CCc1ccc(S(=O)(=O)Nc2cccc(-c3cn4ccccc4n3)c2)cc1,i
C#CCN(CC=C)C(=O)c1ccc(C(C)N2CCCCC2)o1 (stereo not given),i
Cc1[nH]nc(SCC(=O)Nc2cc(C)n(Cc3ccc(Cl)cc3)n2)c1[N+](=O)[O-],i
Cc1cccc(N(C)C(=O)C2CCCN2S(=O)(=O)c2cccc3nsnc23)c1 (stereo not given),i
Nc1nnc2c(n1)-c1ccccc1C2=O,?
COC(=O)C1C(=O)C2=C(CC1C)NC(C)=C(C(=O)OC1CCCCC1)C2c1ccc(C)s1 (stereo not given),i
O=C(O)c1cc(-c2ccccc2F)cc(S(=O)(=O)NCC2CCCO2)c1 (stereo not given),i
CN(CCCNc1ccc([N+](=O)[O-])cc1[N+](=O)[O-])c1ccc(Cl)nn1,?
C=CCn1c2nc3ccccc3nc2c2cccc(C)c21,i
O=C(NCc1cccnc1)c1ccc(NC2=NC3CS(=O)(=O)CC3S2)cc1 (stereo not given),i
C=CCN(Cc1ccccn1)Cc1ccccc1C,i
CC(=O)c1cccc(NC(=O)c2ccc(-c3ccccc3)cc2)c1,i
CSc1nc2c(c(=O)[nH]1)C(c1cccc(O)c1)C1=C(CCCC1=O)N2 (stereo not given),i
COc1ccc2c(c1)CCc1c(C(=O)Nc3ccccc3SC)noc1-2,i
CCc1cc(N2CCN(S(=O)(=O)CC)CC2)nc(N2CCOCC2)n1,i
CC(c1ccccc1)n1c(CO)nc2ccccc21 (stereo not given),i
Cc1cnc(C(=O)N2CCC(CCC(=O)Nc3ccc4c(c3)OCCO4)CC2)cn1,?
COc1ccccc1NC(=O)C(=O)N1CCCCC1,i
Cc1cccc(OC2CCN(C(=O)c3cn(Cc4c(F)cccc4F)nn3)CC2)c1,i
COc1ccc(NCc2ccc([N+](=O)[O-])s2)cc1OC,45%*
Cc1ccccc1CCC1CCCN(C(=O)CCn2ccc(=O)[nH]c2=O)C1 (stereo not given),i

# Two records picked at random from those above, as already listed:
SMILES,ST2 IL33 inh
COC(=O)C1C(=O)C2=C(CC1C)NC(C)=C(C(=O)OC1CCCCC1)C2c1ccc(C)s1 (stereo not given),i
C=CCn1c2nc3ccccc3nc2c2cccc(C)c21,i

# (list continues)
SMILES,ST2 IL33 inh
O=C(CCCn1c(=O)c2sccc2n(Cc2ccc(F)cc2)c1=O)NCc1ccco1,30%*!
Cc1ccc(NC(C)(C(=O)N2CCC(N)CC2)c2ccccc2)cc1 (stereo not given),?
CC1=C(C(=O)OC2CCCCC2)C(c2ccc(Cl)cc2Cl)n2nnnc2N1 (stereo not given),i
CC(CCO)Nc1nc2c(c(=O)n(C)c(=O)n2C)n1Cc1ccccc1F (stereo not given),i
O=S1(=O)c2cccc3cccc(c23)N1Cc1ccccc1Cl,i
CN(C(=O)C1c2ccccc2C(=O)N2CCc3ccccc3C12)C1CCCCC1 (stereo not given),i
Brc1ccc(C2=Nn3c(nnc3-c3cccnc3)SC2)s1,?
CCOc1ccc(N(CC(=O)Nc2cccc(SC)c2)S(C)(=O)=O)cc1,i
Cc1nn(-c2ccccc2)c(C)c1Sc1ccccc1,i
Cc1nn(C)cc1CN1CCN(Cc2ccsc2)C(CCO)C1 (stereo not given),?

# Some of the entries so far, as tab-separated lines:
smiles	ST2 IL33 inh
C=CCN(Cc1ccccn1)Cc1ccccc1C	i
CC(=O)c1cccc(NC(=O)c2ccc(-c3ccccc3)cc2)c1	i
CSc1nc2c(c(=O)[nH]1)C(c1cccc(O)c1)C1=C(CCCC1=O)N2 (stereo not given)	i
COc1ccc2c(c1)CCc1c(C(=O)Nc3ccccc3SC)noc1-2	i
CCc1cc(N2CCN(S(=O)(=O)CC)CC2)nc(N2CCOCC2)n1	i
CC(c1ccccc1)n1c(CO)nc2ccccc21 (stereo not given)	i
Cc1cnc(C(=O)N2CCC(CCC(=O)Nc3ccc4c(c3)OCCO4)CC2)cn1	?
COc1ccccc1NC(=O)C(=O)N1CCCCC1	i
Cc1cccc(OC2CCN(C(=O)c3cn(Cc4c(F)cccc4F)nn3)CC2)c1	i
COc1ccc(NCc2ccc([N+](=O)[O-])s2)cc1OC	45%*
Cc1ccccc1CCC1CCCN(C(=O)CCn2ccc(=O)[nH]c2=O)C1 (stereo not given)	i
O=C(CCCn1c(=O)c2sccc2n(Cc2ccc(F)cc2)c1=O)NCc1ccco1	30%*!
Cc1ccc(NC(C)(C(=O)N2CCC(N)CC2)c2ccccc2)cc1 (stereo not given)	?
CC1=C(C(=O)OC2CCCCC2)C(c2ccc(Cl)cc2Cl)n2nnnc2N1 (stereo not given)	i
CC(CCO)Nc1nc2c(c(=O)n(C)c(=O)n2C)n1Cc1ccccc1F (stereo not given)	i
O=S1(=O)c2cccc3cccc(c23)N1Cc1ccccc1Cl	i
CN(C(=O)C1c2ccccc2C(=O)N2CCc3ccccc3C12)C1CCCCC1 (stereo not given)	i
Brc1ccc(C2=Nn3c(nnc3-c3cccnc3)SC2)s1	?
CCOc1ccc(N(CC(=O)Nc2cccc(SC)c2)S(C)(=O)=O)cc1	i
Cc1nn(-c2ccccc2)c(C)c1Sc1ccccc1	i
Cc1nn(C)cc1CN1CCN(Cc2ccsc2)C(CCO)C1 (stereo not given)	?
